phage Ecoli inh – E. coli growth loss with phage present. AID 651602. hit rate 0.26% among 360,000. inhibition, % at 11.9 µM. growth absorbance; in the data active = inhibition above about 11%
Wnt bcat act – activates Wnt/beta-catenin signaling in a reporter cell assay. activation, % at 9.35 µM. hit rate 1.2% among 300,000. activator, plate reader; in the data active = activation above about 30%, passing the limit was not always enough;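 also: 0% = neutral control wells and 100% = positive control wells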
PvdQ inh – P. aeruginosa PvdQ acylase inhibition. purified PvdQ acylase, fluorescence plate reader. inhibition, % at 10 µM. hit rate 0.063% among 340,000. AID 488965; in the data active = inhibition above about 30%, passing the limit was not always enough;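 also: 0% = vehicle neutral wells and 100% = reference inhibitor wells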
AddAB inh – less growth of phage-infected E. coli with AddAB. E. coli expressing H. pylori AddAB, absorbance growth. inhibition, % at 11.9 µM. hit rate 0.29% among 330,000. AID 435030; in the data active = inhibition above about 12%;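 also: 0% = vehicle wells of infected cells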
Rtt109 Vps75 – C. albicans Rtt109 histone acetyltransferase inhibition | Q5AAJ8 | purified Rtt109/Vps75, ThioGlo CoA-SH fluorescence, 4 h | inhibition, % at 34.9 µM | hit rate 0.16% among 330,000 | AID 540336;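 active = inhibition of at least 50% in every replicate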
Target sequence (Q5AAJ8 whole entry, looked up): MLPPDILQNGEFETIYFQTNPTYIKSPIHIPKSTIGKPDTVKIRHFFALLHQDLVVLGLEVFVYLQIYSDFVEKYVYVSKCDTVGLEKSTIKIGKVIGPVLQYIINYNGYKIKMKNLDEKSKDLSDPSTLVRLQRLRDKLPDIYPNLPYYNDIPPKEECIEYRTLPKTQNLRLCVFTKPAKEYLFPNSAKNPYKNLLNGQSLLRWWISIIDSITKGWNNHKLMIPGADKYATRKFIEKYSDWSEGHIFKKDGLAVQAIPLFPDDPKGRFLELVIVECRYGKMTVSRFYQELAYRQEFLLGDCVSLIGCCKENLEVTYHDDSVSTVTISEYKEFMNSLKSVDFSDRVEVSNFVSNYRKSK
E coli growth – reduces bacterial viability in AddAB counter-screen | E. coli V3065 growth, OD600 absorbance, 18 h | inhibition, % at 11.9 µM | hit rate 0.27% among 330,000;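 active = inhibition above the campaign's mean inhibition across all tested compounds plus 3 SD, cut at about 9.9% in these data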;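 also: uninfected addAB+ strain grown without phage in ampicillin broth; 0% = DMSO wells and 100% = ciprofloxacin 0.95 µg/ml wells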
Tat transport – blocks Tat-dependent protein export in E. coli; hit rate 0.036% among 340,000; inhibition, % at 10 µM; E. coli MC4100 TorA-mCherry Tat export, fluorescence;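 active = mean replicate inhibition at least 50% and at least half of replicates individually reaching 50%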;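 also: exported cargo escapes ClpAP degradation while cytoplasmic cargo is degraded and loses fluorescence; 0% = median of neutral control wells and 100% = median of NaSCN control wells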
PfHsp90 set2 – reduces growth (ATP signal) of yeast expressing P. falciparum Hsp90; S. cerevisiae expressing PfHsp90, BacTiter-Glo ATP, 48 h; yeast lacking PDR1 and PDR3 efflux regulators; inhibition, % at 9.4 µM; hit rate 0.32% among 310,000; AID 504621;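 active = every replicate shows inhibition above about 80%, whatever the replicate mean, limit read from the data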;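 also: 0% = DMSO neutral controls and 100% = 20 µM radicicol positive controls; yeast relying on Plasmodium falciparum Hsp90 in place of its own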
DAGLB inhibitor – blocks human DAGLB lipase activity. Q8NCG7. HEK293T DAGLB membrane lysate, EnzChek fluorogenic substrate. inhibition, % at 5.17 µM. hit rate 0.059% among 340,000; in the data active = inhibition above about 34%;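 also: 0% = enzyme with vehicle and 100% = wells lacking enzyme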
Target sequence (Q8NCG7 whole entry, looked up): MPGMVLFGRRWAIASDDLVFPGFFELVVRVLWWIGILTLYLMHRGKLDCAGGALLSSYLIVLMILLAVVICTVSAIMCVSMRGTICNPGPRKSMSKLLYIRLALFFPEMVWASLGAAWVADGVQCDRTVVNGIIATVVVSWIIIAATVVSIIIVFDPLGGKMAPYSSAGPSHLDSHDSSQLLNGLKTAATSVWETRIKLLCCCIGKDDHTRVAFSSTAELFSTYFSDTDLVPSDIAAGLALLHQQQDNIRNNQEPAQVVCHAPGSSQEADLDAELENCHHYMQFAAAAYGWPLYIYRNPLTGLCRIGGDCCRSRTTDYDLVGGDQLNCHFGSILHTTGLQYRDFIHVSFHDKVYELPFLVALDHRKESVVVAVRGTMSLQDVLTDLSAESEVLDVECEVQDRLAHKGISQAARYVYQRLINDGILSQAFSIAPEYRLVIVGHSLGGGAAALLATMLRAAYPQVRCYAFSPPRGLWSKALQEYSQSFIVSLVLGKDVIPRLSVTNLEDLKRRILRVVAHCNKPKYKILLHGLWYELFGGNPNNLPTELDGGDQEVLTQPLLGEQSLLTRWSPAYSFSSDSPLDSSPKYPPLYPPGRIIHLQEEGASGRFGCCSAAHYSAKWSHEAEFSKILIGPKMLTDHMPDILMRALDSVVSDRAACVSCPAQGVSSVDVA
CAL PDZ FP – human CAL PDZ-peptide interaction inhibition; hit rate 0.02% among 330,000; inhibition, % at 20 µM; purified CAL PDZ, TMR-peptide fluorescence polarization, 1 h; AID 504414;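 active = highest replicate inhibition of at least 40%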;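 also: plate controls were DMSO neutral control wells for no effect and unlabeled competitor peptide control wells for full effect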
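Assay system – tagged CAL PDZ protein CerCALP, purified · Timing – 1 h at RT · Compound – single point, 20 µM · Measured by – fluorescence polarization from S- and P-plane intensities, G-factor corrected · Evaluation – inhibition from polarization loss · Probe or stimulus – TMR reporter peptide T*-PRC34 · Buffer or medium – pH 7.4 phosphate-saline buffer, reducing agent, detergent, IgG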
* marks the source's active call; other numbers are inactive results; . = not tested or not shown.

#	Structure	phage Ecoli inh	Wnt bcat act	PvdQ inh	AddAB inh	Rtt109 Vps75	E coli growth	Tat transport	PfHsp90 set2	DAGLB inhibitor	CAL PDZ FP
1	COc1ccc(C2C(C(C)=O)=C(O)C(=O)N2CCc2ccccc2)c(OC)c1 (stereo not drawn)	4.1	.	11	0.3	3	1.0	6	.	6	-1.9
2	C#CCn1c(C)cc(C)c(S(=O)(=O)c2ccccc2)c1=O	3.6	3	2	0.9	-6	1.1	-5	30	1	0.1
3	CCCCOc1ccc(CSCCN=C(N)N)cc1	4.7	5	-3	.	-3	.	4	9	0	-0.5
4	CC(=O)N1CCOc2ccc(S(=O)(=O)N3CCC(C(=O)Nc4ccc(C)cc4)CC3)cc21	-3.4	-3	-18	0.4	18	0.2	2	3	0	-2.9
5	CC1Cc2cc(-c3csc(NC(=O)Cc4ccccc4)n3)ccc2N1S(C)(=O)=O (stereo not drawn)	5.1	-2	-6	-0.9	.	-1.1	0	-32	-2	-2.4
6	Nc1nc(Cl)c2ncn(C3OC(CO)C(O)C3O)c2n1 (stereo not drawn)	1.3	-6	-5	.	-11	.	-4	-18	0	0.3
7	O=C(CCSCc1ccccc1F)NCc1cccs1	2.3	0	-17	4.8	0	0.8	-3	-2	-6	-0.1
8	CC(/C=C/C=C/c1ccccc1)=N\NC(=O)c1cccnc1	1.7	4	8	1.7	14	-0.3	-2	31	-2	0.0
9	[N-]=[N+]=NC1c2ccccc2C(=O)N1Cc1ccccc1 (stereo not drawn)	2.2	1	-9	3.2	-6	-2.3	-5	-20	-3	-0.8
10	CCCCN(CCCC)c1nc(-c2ccncc2)nc2ccccc12	2.4	-10	-6	1.6	3	4.5	8	-28	-3	-1.4
11	CCOc1ccccc1N1CCN(CC(=O)c2c(N)n(C)c(=O)n(C)c2=O)CC1	3.9	0	-18	3.1	-1	1.5	-2	-22	-6	0.0
12	Cc1ccc2nc(SC(C)C(=O)N3CC(C)OC(C)C3)[nH]c2c1 (stereo not drawn)	3.5	2	-4	0.7	0	1.1	-24	.	2	-1.8
13	Cc1ccc(Nc2nc(C(=O)NCCCN3CCOCC3)cs2)cc1	2.3	.	-1	0.2	-1	-1.2	-6	.	0	-0.7
14	CC(=O)Oc1ccccc1C(=O)Oc1ccc(/C=N/n2cnnc2)cc1	0.2	1	-6	-0.3	.	-0.8	1	.	2	-2.1
15	CC(Oc1ccccc1)C(=O)Nc1oc(-c2ccco2)c(-c2ccco2)c1C#N (stereo not drawn)	4.3	-3	-15	1.1	11	0.3	1	0	2	2.4
16	CNC(=S)N(CCc1c(C)[nH]c2ccc(C)cc12)Cc1cccs1	1.5	-1	-1	-2.5	-3	-1.0	2	23	3	-0.2
17	CC(C)c1ccc(NC(=O)C2CCCCC2C(=O)O)cc1 (stereo not drawn)	-0.5	.	2	0.5	6	-3.9	-4	.	0	-0.6
18	N#Cc1ccc(S(=O)(=O)NC2CCN(Cc3ccccc3)CC2)cc1	3.7	0	-2	0.7	-21	-2.5	12	0	0	-1.0
19	Cc1ccc(NC(=O)COC(=O)CN2CCCCCC2=O)c(C)c1	3.5	0	9	2.5	-1	-1.8	-5	-17	-2	-0.9
20	Cc1cccnc1NC(=O)c1cccc(S(=O)(=O)N2CCN(c3ccc(F)cc3)CC2)c1	3.7	-8	-13	-2.5	7	-0.1	-4	-4	3	-1.9
21	O=[N+]([O-])c1ccc(F)c(N=Cc2ccc(Br)s2)c1	5.7	-1	-9	3.0	.	0.2	9	12	-2	-1.7
22	COc1ccc(NC(=O)CN2C(=O)NC(CC(C)C)C2=O)cc1S(=O)(=O)N1CCOCC1 (stereo not drawn)	2.3	2	-5	-1.3	-4	-0.5	-4	0	0	-1.2
23	Cc1ccccc1C(=O)N=c1sccn1C	0.9	.	-5	3.4	1	-0.4	0	-16	-2	-2.3
24	COc1ccccc1CNC(=O)c1cc(-c2ccccc2)nn1CC1CC(c2cccnc2)=NO1 (stereo not drawn)	-1.1	-2	0	2.7	-1	-1.4	3	-11	0	0.6
25	CCCCC(=O)NCCc1ccc(S(N)(=O)=O)cc1	2.8	-3	1	2.4	10	2.4	-1	-2	-3	-1.3
26	C/C=C/C(=O)OCC(=O)Nc1ccc(SC(F)F)cc1	3.8	1	-14	2.2	7	0.7	0	.	0	-1.4
27	Cc1ccc(NC(=O)C2CC(=O)n3c(nc4ccccc43)N2)cc1C (stereo not drawn)	1.4	-3	10	1.3	1	0.0	1	2	1	-1.2
28	CCOC(=O)CN/C=C(\C#N)c1ccc(F)cc1	3.6	-1	15	0.8	-3	3.2	4	-5	3	-0.4
29	O=C(NC(NNc1ccc([N+](=O)[O-])cc1)(C(F)(F)F)C(F)(F)F)c1ccc(F)cc1	5.6	0	-3	3.1	2	0.4	10	44	2	-0.2
30	O=C(Nc1ccc(CN2CCS(=O)(=O)CC2)cc1)c1ccc(Cl)cc1	2.4	1	-8	-0.8	0	0.1	-6	5	1	1.0

Whole records, quoted from the list. Order of screens: phage Ecoli inh | Wnt bcat act | PvdQ inh | AddAB inh | Rtt109 Vps75 | E coli growth | Tat transport | PfHsp90 set2 | DAGLB inhibitor | CAL PDZ FP
[N-]=[N+]=NC1c2ccccc2C(=O)N1Cc1ccccc1 (stereo not drawn) in the list: 2.2 | 1 | -9 | 3.2 | -6 | -2.3 | -5 | -20 | -3 | -0.8
CC(C)c1ccc(NC(=O)C2CCCCC2C(=O)O)cc1 (stereo not drawn) in the list: -0.5 | . | 2 | 0.5 | 6 | -3.9 | -4 | . | 0 | -0.6

(listing goes on)
#	Structure	phage Ecoli inh	Wnt bcat act	PvdQ inh	AddAB inh	Rtt109 Vps75	E coli growth	Tat transport	PfHsp90 set2	DAGLB inhibitor	CAL PDZ FP
31	COc1ccc(CNC(=O)Cc2cccs2)cc1	.	.	-17	1.8	4	-1.3	0	-14	0	0.8
32	Cc1cc(C)n(C(=O)CCC(=O)Nc2ccc(C)c(C)c2)n1	1.2	-4	-12	-2.2	-4	-4.2	-18	5	-2	0.6
33	CC1=C(C(N)=O)C(c2cccc(O)c2)n2nc(CCCO)nc2N1 (stereo not drawn)	2.3	13	-10	5.3	3	-1.9	3	.	-2	-0.6
34	CCOC(=O)c1cnc(SCC(=O)Nc2cc(OC)ccc2OC)nc1N	2.8	-3	6	0.1	27	-2.7	0	6	-3	-1.6
35	CCN1CCN(c2ncc(C(=O)N3CCN(c4ccccc4OC)CC3)c3ccccc23)CC1	1.6	.	1	.	-4	.	0	2	-2	-1.8
36	C/C(=N\NC(=O)c1cccs1)c1ccc2c(c1)OCO2	5.2	7	-4	4.8	-6	-0.2	-3	-12	.	-1.3
37	CCN(c1ccccc1)S(=O)(=O)c1ccc(C(=O)NCc2ccco2)cc1	0.4	-4	0	1.7	4	-2.9	-2	.	-2	-0.9
38	COc1ccc(/C=C/C(=O)Nc2nnc(C(C)C)s2)cc1OC	0.3	1	.	0.3	.	-0.3	.	.	.	.
39	C=CCc1ccc(OCCOCCNCCCC)c(OC)c1	1.4	.	2	2.4	5	1.2	-2	-3	-3	1.0
40	CC1=NN(C(=O)c2ccncc2)C(=O)C1N=Nc1ccc2ccccc2c1 (stereo not drawn)	2.1	9	-4	.	-1	.	-6	3	23	-1.7
41	CSC1=NCCN1C(=O)c1ccc(S(=O)(=O)N2CCOCC2)cc1	1.8	-4	12	4.1	1	-0.4	-2	16	1	-0.7
42	O=C(Nc1ccccn1)C1CCN(S(=O)(=O)c2cccs2)CC1	5.1	-4	-6	1.9	-5	1.9	3	-5	0	-2.3
43	Cc1nc(N2CCc3ccccc3C2)[nH]c(=O)c1CCC(C)C	.	0	9	1.1	11	-0.7	-4	4	-1	-0.4
44	CCOC(=O)c1ccc(NC(=S)N(CCCN(CC)CC)Cc2ccco2)cc1	-0.2	.	1	1.6	13	0.6	-7	-15	-4	-0.6
45	CC(C)Oc1cccc(-c2cc(C(=O)NN3CCOCC3)c3ccccc3n2)c1	0.1	-1	3	2.6	-1	-1.3	-3	-7	3	-1.1
46	CCOC(=O)N1CCC(N2C(=O)c3ccc(C(=O)Nc4cccc(OC)c4)cc3C2=O)CC1	-1.1	1	-5	3.7	4	-0.3	8	7	1	-2.1
47	O=C1C=C(c2ccccc2)C[C@H](c2cccs2)[C@H]1n1cnc([N+](=O)[O-])c1	3.1	0	-13	0.8	7	0.2	-6	58	3	-1.4
48	O=C(Cc1ccc(Br)cc1)N/N=C/c1cccnc1	1.8	3	-7	1.8	-3	1.9	-6	-8	4	-1.0
49	COc1ccc(-c2cn(CC3CCCCC3)nn2)cc1	1.4	18	6	4.5	4	0.2	16	6	-6	-0.2
50	Cn1c(CN2CCN(c3ccccc3NS(C)(=O)=O)CC2)nc2ccccc21	-2.2	1	-14	1.4	-2	0.3	0	0	1	0.6

Individual results from the results shown:
entry 46 – phage Ecoli inh = -1.1
entry 48 – phage Ecoli inh = 1.8

Other structures.
#	Structure	phage Ecoli inh	Wnt bcat act	PvdQ inh	AddAB inh	Rtt109 Vps75	E coli growth	Tat transport	PfHsp90 set2	DAGLB inhibitor	CAL PDZ FP
51	CC(C)(C)C(=O)Nc1sc2c(c1C#N)CCCCC2	-0.2	.	-2	4.2	1	0.6	-13	-67	-4	-2.9
52	O=C(CCNc1n[nH]c(=O)[nH]c1=O)N1CCOCC1	4.5	-1	-14	1.8	5	0.0	-6	-5	-1	-0.5
53	CC(=O)Nc1ccc(N2C(=O)CSC2c2ccc(F)cc2)cc1 (stereo not drawn)	1.7	4	-8	4.7	6	2.4	-5	-9	-2	-0.5
54	CCC(CO)Oc1cc(NC(=O)c2ccc(C)cc2)c2ncn(C(C)C)c2c1 (stereo not drawn)	-1.0	-5	-11	-2.0	-35	-2.1	-5	-8	-2	-1.3
55	COc1ccc(C(=O)NNC(=O)c2ccc3ccccc3c2O)cc1	2.6	-1	-5	4.6	-2	3.2	-8	0	4	-0.9
56	COc1ccccc1NC(=O)N(Cc1ccccc1)c1ccccn1	2.0	-6	0	2.9	15	1.9	-18	-15	-7	-0.8
57	O=c1[nH]c2ccc(NCc3ccccc3OCc3ccc(Cl)cc3)cc2[nH]1	0.9	-2	-8	3.5	2	1.6	4	1	4	.
58	CCCOc1ccccc1/C=C1\SC(N2CCCCC2)=NC1=O	-0.5	2	-4	1.2	4	2.2	7	11	-3	-0.2
59	Cc1[nH]n(-c2ccccc2)c(=O)c1/C=N/N(c1ccccc1)c1ccccc1	0.5	-10	-4	1.4	4	-1.0	-1	-19	2	0.0
60	OC(COCc1ccc(Cl)cc1)CN1CCN(c2ccccn2)CC1 (stereo not drawn)	4.8	.	-8	2.9	-2	-2.3	8	46	0	-2.1
61	COc1ccc(NC(=O)CNc2cccc(S(=O)(=O)N3CCCCCC3)c2)c([N+](=O)[O-])c1	0.3	-2	1	-0.1	24	2.6	12	-22	-2	0.1
62	CCc1cccc(C)c1NC(=O)COC(=O)c1c2c(nc3ccccc13)/C(=C\c1cccs1)CCC2	2.5	.	-13	-1.7	-16	-1.5	1	-16	-48	-0.7
63	CC(=O)Oc1ccc(CCC(C)OC(C)=O)cc1 (stereo not drawn)	2.3	0	-7	2.3	-9	2.6	-7	-34	-1	-2.8
64	CCOc1ccc(C(=O)Nc2cc(C)ccn2)cc1	4.0	1	27	0.7	5	-0.5	-7	38	-5	0.1
65	CCOc1cc(C2C3=C(CCCC3=O)Nc3nc(C(=O)OC)nn32)ccc1OC (stereo not drawn)	2.0	.	-13	2.1	0	2.4	2	1	2	-0.9
66	CCOC(=O)CC1Sc2ccccc2NC1=O (stereo not drawn)	.	0	-8	0.4	-1	-0.4	4	.	-3	0.0
67	COc1ccc(-n2c(=O)c3ccccc3n(CC(=O)NC3CCCC3)c2=O)cc1	3.8	.	-18	3.6	-2	-0.8	-8	-4	3	-1.0
